MCF10A rereplic: induces DNA re-replication in MCF 10a normal breast cells; MCF 10A DNA re-replication, Hoechst nuclear intensity, 48 h; Potency, µM (titrated, usually from 46.1 µM), inactives show at the highest dose activity, positive = re-replication, usual class: activators; 350,000 tested, 2.9% active; AID 624296; also: potency is read from the fitted curve at half-maximal effect; % of control where 0% means no effect; nearly all actives have a fitted effect of over 50% in size
A549 viability: kills or reduces viability of A549 cells in Nrf2 counter-screen; A549 ARE-Fluc cells, CellTiter-Fluor viability, 18-24 h; Potency, µM (doses to about 46 µM), without a hit: at the top dose activity change, negative = cytotoxicity, hits mostly inhibitors; 390,000 tested, 0.16% active; also: potency is read from the fitted curve at half-maximal effect; % is scaled to controls: 0 for no effect and ±100 for the full control effect
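A549 ARE-Fluc cells in 5% FBS OPTI-MEM, 5000 cells/well, rested 2 h then exposed to compounds in concentration-response for 18-24 h at 37 °C. Viability by CellTiter-Fluor fluorescence (Ex 405/Em 525) after 30 min; luciferase luminescence (BugLite, 15 min, RT) read afterwards.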
HepG2 viability: counter-screen for TGF-b inhibitors: cytotoxicity in HepG2 cells. Potency, µM (series often up to 46.1 µM), without a hit: at the top dose activity change, negative = cytotoxicity, hits mostly cytotoxic. HepG2 CAGA-GFP viability, ATP luminescence, 18 h. 410,000 tested, 0.76% active; also: potency is read from the fitted curve at half-maximal effect; some results filed as inactive show a strong effect at the top dose
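HepG2 CAGA-GFP cells (1000/well, DMEM with 1% FBS) received compound, then TGF-beta at 500 pg/mL final, and were incubated 18 hours at 37 degrees C. Viability was read by CellTiter-Glo luminescence. Media-only wells were set as complete cell-killing and DMSO as no toxicity.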
Nrf2 activator: activators of Nrf2 (ARE) signaling; Potency, µM (highest dose often 46.1 µM), without a hit: top-dose activation, usual class: activators; AREc32 ARE-luciferase reporter (MCF7-derived line), luminescence, 24 h; 410,000 tested, 0.31% active; also: potency is read from the fitted curve at half-maximal effect; % of control where 0% means no effect; nearly all actives have a fitted effect of over 65% in size
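For detection, Steady-Glo was added and plates sat 30 min at RT; before that, AREc32_Fluc cells grown overnight in OPTI-MEM/5% FBS had been treated with 23 nL compound for 24 hr at 37 deg C.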
IL1B secr inh: inflammasome signaling inhibition, IL-1 beta readout. THP-1 LPS/ATP IL-1B secretion, AlphaLISA, 16 h; active compounds read low. 360,000 tested, 4.7% active. AID 743279. activity change, % at 57.5 µM; in the data active = activity change below about -50%; inconclusive = mostly about -30% to -49%; also: % is scaled to controls: 0 for no effect and ±100 for the full control effect
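Secreted IL-1B measured by AlphaLISA bead assay after 16 h compound exposure of THP-1 cells; compounds (final up to 57.5 uM) added 1 h before LPS (250 ng/mL) and ATP (1.25 mM) stimulation; lower signal means less secretion.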
ATXN2 expr inh: inhibitors of ATXN2 expression. AID 1745845. Potency, µM (top dose mostly 57 µM), inactives show top-dose activity change, negative = inhibition, usual class: inhibitors. 360,000 tested, 0.72% active. HEK-293 ATXN2-luciferase reporter, luminescence, 24 h; also: potency is read from the fitted curve at half-maximal effect; % is scaled to controls: 0 for no effect and ±100 for the full control effect; nearly all actives have a fitted effect of over 55% in size
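qHTS (up to 57 uM final) was run with 24 h compound exposure of reporter cells at 37 °C. Each well was multiplexed: SteadyGlo luminescence measured ATXN2-luciferase expression after a fluorogenic Gly-Phe-AFC viability readout (25 uM final).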
TGFb inhibitor: blocks TGF-b signaling. Potency, µM (doses to about 46.1 µM), inactives show at the top dose activity, negative = inhibition, most hits filed as inhibitors. 410,000 tested, 1.2% active. HepG2 CAGA-GFP TGF-b/SMAD3 reporter, GFP fluorescence, 18 h; TGF-beta stimulated, 500 pg/mL final. AID 588855; also: potency is read from the fitted curve at half-maximal effect; % is scaled to controls: 0 for no effect and ±100 for the full control effect; nearly all actives have a fitted effect of over 65% in size
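TGF-beta reporter screen: HEPG2 CAGA-GFP, 1% FBS, 500 pg/mL TGF-beta final, 18 h; per-cell GFP summed per well; curves fitted and categorized by class.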
ATXN viability: reduces viability in counter-screen for ATXN expression inhibitors. S2 cells (HEK-293 line with an ATXN2-luciferase reporter) viability, CellTiter-Fluor protease fluorescence, 24 h. Potency, µM (titrated, usually from 56.7 µM), most hits filed as cytotoxic. 400,000 tested, 0.49% active. AID 651635; also: potency is read from the fitted curve at half-maximal effect; nearly all actives have a fitted effect of over 40% in size
Nrf2 inh: Nrf2 pathway inhibition. A549 ARE-Fluc reporter, luciferase luminescence, 18-24 h. Potency, µM (top dose mostly 46 µM), for inactives: at the top dose activity change, negative = inhibition, most hits filed as inhibitors. 360,000 tested, 2.1% active. AID 504444; also: potency is read from the fitted curve at half-maximal effect; % is scaled to controls: 0 for no effect and ±100 for the full control effect; nearly all actives have a fitted effect of over 60% in size
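Two sequential reads on A549 ARE_Fluc cells exposed to compound for 18-24 h: a CellTiter-Fluor fluorescence read for viability, then a luciferase luminescence read for Nrf2/ARE activity.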
Starred values were filed as active, the others as inactive; i = inactive; ? = inconclusive; . = no result given; & = joins results of further samples; ! = not confirmed by another sample; [ ] = dose if it differs, or a comment. Unless noted, calls follow the shape of the dose curve; as a rule, active = well fitted curve in the direction sought with a large enough effect; inconclusive = small, poorly fitted or top-dose-only effect, or another doubt; inactive = no such curve, though single readings can be large; an effect the other way counts as inactive or inconclusive.

SMILES	MCF10A rereplic	A549 viability	HepG2 viability	Nrf2 activator	IL1B secr inh	ATXN2 expr inh	TGFb inhibitor	ATXN viability	Nrf2 inh
Cc1c(C(=O)OCC(=O)N(CC(C)C)c2c(N)n(Cc3ccccc3)c(=O)[nH]c2=O)oc2ccccc12	15%	-25%	5%	-0.5%	-24	9%	?	i	-29%
CC(C)C(=O)N1CCN(c2c(Cl)cccc2[N+](=O)[O-])CC1	5%	6%	-16%	4.1%	0	0%	-5%	i	-11%
COc1ccc(C(=O)NCC(=O)OCc2ccccc2F)cc1	0%	-9%	24%	0.0%	6	0%	4%	i	1%
CC(NC(=O)c1ccco1)C(=O)N1CCN(c2cccc(C(F)(F)F)c2)CC1 (stereo not given)	0%	-4%	-3%	-0.2%	0	-16%	-1%	i	-17%
COC(=O)c1ccccc1NC(=O)c1cc[n+]([O-])cc1	?	-13%	-9%	6.1%	1	.	-4%	i	?
O=C(CN1C(=O)NC2(CCc3ccccc3C2)C1=O)NCc1ccco1 (stereo not given)	4%	3%	-3%	-0.1%	-10	-9%	4%	i	-1%
CCOCCCNC(=O)N[C@H](C(=O)OC)C(C)CC (stereo not given in full)	-13%	-1%	10%	0.3%	16	9%	7%	i	-7%
CC(OC(=O)c1ccc(Cl)nc1)C(=O)NC1CCCC1 (stereo not given)	3%	1%	0%	0.5%	21	-8%	11%	i	5%
N#Cc1ccc(C(=O)N(Cc2ccccc2)c2ccccc2)cc1	0%	0%	-9%	-0.1%	6	0%	-1%	i	-7%
Cc1cc(S(=O)(=O)ON2C(=O)c3ccccc3C2=O)ccc1F	?	0%	2%	0.3%	-16	.	11%	?	2%
CCCCc1nc2cc(C(=O)N3CCCC(COC)C3)ccc2o1 (stereo not given)	7%	0%	-21%	3.1%	1	54%[activator]	-1%	i	?
O=C(OCc1ccccc1)N1CCCC2CC1c1ccccc12 (stereo not given)	.	.	-23%	0.4%	24	13%	-7%	i	.
Cc1ccc(NC(=O)C(C)Sc2nnc(-c3cccnc3)o2)cc1 (stereo not given)	-1%	10%	12%	0.4%	-30	19%	21%	i	-9%
O=C(COC(=O)C1=COCCO1)NCc1ccc(F)cc1	3%	7%	-77%	-0.4%	24	-4%	-7%	i	-7%
Fc1ccc(COc2ccccc2CNCc2ccncc2)cc1	12%	-6%	-21%	0.0%	-4	-8%	-11%	i	-15%
COc1ccc([N+](=O)[O-])cc1NC(=O)C(C)OC(=O)c1ccccn1 (stereo not given)	-2%	-1%	-47%	15%	1	-27%	-6%	i	0%
COc1ccc2c(c1)-c1c(ssc1=S)C(C)(C)N2S(=O)(=O)c1ccc(C)cc1	5.2µM*	?	-27%	-0.9%	10	-17%	0%	?	4%
CCN(CCNC(=O)C1=C(C)C(=O)OC12CCC(C)CC2)c1ccccc1 (stereo not given)	5%	-4%	4%	-0.5%	?	4%	-9%	i	?
Cc1c(OC(C)C(=O)NCc2ccncc2)ccc2c3c(c(=O)oc12)CCCC3 (stereo not given)	15%	-1%	-16%	0.2%	?	?	0%	i	23µM*
CN1CCN(c2nc(Nc3cccc(C(F)(F)F)c3)nc(N3CCOCC3)n2)CC1	12%	0%	-87%	5.7%	-59*	-11%	?	i	?
CCCCOc1ccc(NC(=O)CSc2cccc3cccnc23)cc1	6%	-7%	-40%	7.8%	7	-33%	?	i	7%
Cc1ccc(NC(=O)CN2C(=O)S/C(=C\c3cc(C)n(-c4cccc(C(=O)O)c4)c3C)C2=O)cc1	?	-9%	-7%	-0.4%	-21	3%	-8%	i	5%
Oc1ccc(NCc2ccc(OCc3ccccc3)cc2)cc1	?	-5%&-24%	10µM*!	?	60	?	16µM*	?	-13%&8%
CCOC(=O)C(C(=O)NCc1ccc(C)cc1)c1ncc(C(F)(F)F)cc1Cl (stereo not given)	0%	0%	35%	0.3%	15	?	?	i	.

Looked up by structure from the list above, two records:
SMILES	MCF10A rereplic	A549 viability	HepG2 viability	Nrf2 activator	IL1B secr inh	ATXN2 expr inh	TGFb inhibitor	ATXN viability	Nrf2 inh
CCOC(=O)C(C(=O)NCc1ccc(C)cc1)c1ncc(C(F)(F)F)cc1Cl (stereo not given)	0%	0%	35%	0.3%	15	?	?	i	.
O=C(COC(=O)C1=COCCO1)NCc1ccc(F)cc1	3%	7%	-77%	-0.4%	24	-4%	-7%	i	-7%

New compounds follow
SMILES	MCF10A rereplic	A549 viability	HepG2 viability	Nrf2 activator	IL1B secr inh	ATXN2 expr inh	TGFb inhibitor	ATXN viability	Nrf2 inh
O=C1CC(N2CCc3ccccc32)C(=O)N1c1ccccc1 (stereo not given)	8%	10%	28%	0.8%	-11	2%	4%	i	5%
COc1cc2c(C#N)c(N3CCN(c4ccccc4OC)CC3)nc(N)c2c(N)n1	10µM*	?	-31%	-0.2%	-28	1%	-1%	i	16µM*
CCCN(C(=O)c1cc2c(s1)-c1ccccc1SC2)c1ccccc1F	.	-14%	-30%	-1.0%	.	.	.	.	?
CCn1c(P(C)(=O)O)nc2cc(NC(=O)c3ccccc3Cl)ccc21	?	5%	-19%	-0.5%	10	2%	-2%	i	-4%
COc1cc(/C=C2\SC(=O)N(CCNC(=O)c3sc4cc(F)ccc4c3Cl)C2=O)cc(OC)c1OC	?	-2%	-2%	0.4%	53	-1%	3%	i	-21%
CCOC(=O)CSc1nnc(CNC(=O)c2cccs2)n1Cc1ccccc1	-5%	-15%	7%	3.1%	0	-2%	13%	?	-18%
Cc1ccccc1CNCc1c(C(=O)O)c(C)n(Cc2ccc(F)cc2Cl)c1C	.	4%	-36%	0.0%	.	6%	?	i	1%
Cc1cccc(CS(=O)(=O)c2ncc(Cl)c(C(=O)Nc3nc4ccc(F)cc4s3)n2)c1	.	?	-24%	0.1%	.	14%	?	i	4%
Cc1ccccc1NC(=O)COC(=O)CCSc1ccccc1	-32%[inhibitor]	7%	15%	0.3%	36	-22%	9%	i	-24%
COC(CN1CCc2c(C)nc3c(C#N)cnn3c21)OC	11%	2%	-5%	0.0%	-18	-5%	4%	i	1%
CC(=O)c1ccc(NC(=O)c2ccc3c(=O)n4c(nc3c2)CCCCC4)cc1	-2%	1%	-18%	0.5%	-13	-36%	-16%	i	-2%
CCOc1ccccc1/C=N/NC(=O)CSc1n[nH]c(=O)[nH]c1=O	6%	19%	2%	0.5%	-9	.	6%	i	7%
Cc1cc(C(=O)Nc2ccc(Cl)cc2)c(C)n1Cc1cccs1	?	9%	15%	20%	.	-13%	12%	i	?
CCC1CCC2(CC1)NC(=O)N(CC(=O)c1c(C)[nH]c3ccccc13)C2=O (stereo not given)	4%	-6%	-2%	0.6%	-9	-4%	0%	i	?
Cc1nn(Cc2ccccc2Cl)c(C)c1NC(=O)NC12CC3CC(CC(C3)C1)C2	6%	-9%	-10%	-0.4%	2	?	-1%	?	?
CCOC(=O)c1sc(NC(=O)c2ccc(S(=O)(=O)N(C)C)cc2)nc1C	6%	-2%	5%	-2.2%	-9	-13%	-2%	i	.
COc1ccc(NC(=O)CN(C)C(=O)CCC2CCCC2)cc1	7%	-1%	1%	-0.3%	-13	-22%	0%	i	-11%
Cc1ccc(NC(=O)N(Cc2cn(C)c3ccccc23)C2CCCCC2)cc1C	.	-5%	-9%	4.1%	.	34%[activator]	37%	i	?
C/C(=N\Nc1cccc2cccnc12)c1ccc(N)cc1	20%	1%	-1%	9.1%	29	45%[activator][11.3 µM]	14%	i	4%
COc1ccc(OC)c(NC(=O)CNC(c2ccccc2)c2ccccc2)c1	-5%	5%	-7%	-0.9%	-6	-10%	-5%	i	-10%
CCOC(=O)c1sc2ncnc(N3CCN(C(=O)OCC)CC3)c2c1C	5%	-20%	10%	-0.5%	?	-19%	-2%	i	?
COc1ccc2c(c1)c1nc3ccccc3nc1n2Cc1ccc(OC(C)C)c(OC)c1	?	-1%	-5%	-0.1%[9.22 µM]	0	-12%	-5%	i	-10%
O=C(NCCc1cccc(F)c1)C1CCC(=O)N(C2CCCCCC2)C1 (stereo not given)	0%	15%	-4%	0.4%	5	35%	-12%	i	13%
CCOC(=O)Cc1csc(NC(=O)c2cccc([N+](=O)[O-])c2)n1	-6%	-5%	-27%	0.2%	51	-21%	-25%	i	-8%
O=C(COc1ccccc1CNCc1ccccc1)Nc1ccccc1	-13%	-2%	-44%	2.5%	-21	-17%	-5%	?	.
CC(=O)NCCc1nc2cc(NC(=O)c3cccc([N+](=O)[O-])c3)ccc2n1C	0%	1%	11%	0.5%	0	0%	-6%	i	15%
CCn1c(SCC(=O)N/N=C/c2cc(OC)c(O)c(OC)c2)nc2ccccc21	-4%	-9%	-3%	2.6%	8	2%	-11%	?	-5%
COC(=O)[C@H]1C[C@@]2(O)CN(S(=O)(=O)c3ccc(C)cc3)C[C@@]2(OC(=O)NCc2ccco2)C[C@H]1C(=O)OC	.	.	5%	-0.4%	-21	5%	5%	i	.
CC(=O)OCC(=O)N1N=C(c2ccc3ccccc3c2)CC1c1ccccc1 (stereo not given)	0%	-2%	-11%	4.5%	-21	14%	4%	i	?
Cc1ccc(CNC(=O)COC(=O)Cn2nc(C)c([N+](=O)[O-])c2C)cc1	2%	-1%	0%	0.2%	40	2%	5%	i	14%
CC1CC(C)CN(CCCNC(=O)c2ccc(N3CCCC3=O)cc2)C1 (stereo not given)	-3%	10%	11%	0.3%	13	.	7%	i	7%
COc1ccc(C(=O)N2CCCC2)cc1S(=O)(=O)N1CCOCC1	-1%	2%	0%	0.3%	-11	0%	-9%	i	-10%
Cc1cccc(-n2ncc3c2CCCC3NC(=O)CN2CCOC2=O)c1C (stereo not given)	-1%	-7%	4%	-1.4%	16	0%	0%	i	-14%
C[C@@H]1CN(C2CCN(Cc3nc(C(c4ccccc4)c4ccccc4)no3)CC2)C[C@H](C)O1	4%	0%	-26%	3.0%	5	0%	6%	i	0%

Screens from PubChem.
